# Spn PMK inh – blocks S. pneumoniae phosphomevalonate kinase. inhibition, % at 10 µM. purified PMK, PK/LDH-coupled NADH absorbance 340 nm. hit rate 0.49% among 65,000;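 active means top-ranked compounds by inhibition in the single 10 µM screen, taking a fixed number of the strongest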;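 further: 0% = full reaction with DMSO carrier and 100% = background rate without enzyme reaction; no value below 0 was filed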
# Alkaline phosphatase – human TNAP enzyme inhibitors, biochemical, luminescent (AID 518). purified TNAP enzyme, luminescent substrate readout; higher % means a stronger effect. one-dose inhibition, % at 20 µM; IC50 in µM for titrated hits. hit rate 0.09% among 64,000; in the data active means a potency from the dose series; inactive means the rest, 99 in 100 with inhibition below about 22%;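 further: plate controls were vehicle for no effect and reference inhibitor for full effect; many of its hits are not listed in these tables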
# LYP phosphatase – LYP phosphatase inhibitors, primary screen, biochemical, DiFMUP fluorescence, recombinant catalytic domain, 10 µM (AID 606); recombinant LYP catalytic domain, DiFMUP fluorescence; higher % means a stronger effect; inhibition, % at 10 µM; hits with a dose series show IC50 in µM; 52,000 tested, under 10 active;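 active means IC50 under 40 µM in the dose-response test; inactive means IC50 of 40 µM or more, or never dose-tested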
# Bfl-1 inhibitors – displacement of Bid BH3 peptide from Bfl-1 – biochemical, fluorescence polarization, FITC-Bid, mouse, primary screen (AID 432) | hit rate 0.02% among 64,000 | one-dose displacement, % at 20 µM; IC50 in µM for titrated hits | FITC-Bid BH3 peptide fluorescence polarization displacement; higher % means a stronger effect; in the data active means a potency from the dose series; inactive means the rest, 99 in 100 with displacement below about 15%; further: strong numbers were not always called active
# Spn MK inh – S. pneumoniae mevalonate kinase inhibition | inhibition, % at 10 µM | AID 555 | purified MK, PK/LDH-coupled NADH absorbance 340 nm | hit rate 0.48% among 65,000;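 active means ranked among the strongest by inhibition in the single 10 µM screen, a fixed top-ranked set picked for dose follow-up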; further: no value below 0 was filed
# DPM-DC inhibit – S. pneumoniae DPM-DC inhibition | purified DPM-DC, PK/LDH coupled NADH fluorescence | calls only at 10 µM | hit rate 0.49% among 65,000 | AID 556;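 active means the 320 compounds with the highest percent inhibition in the single-dose primary screen, excluding strongly autofluorescent ones, cut at about 32% in these data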;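 further: kinetic rate of NADH fluorescence loss reporting ADP formed by the decarboxylase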
# HPDE-C7 cytotoxicity – HPDE-C7 pancreatic duct cell viability loss – fluorescence, HTS (AID 430); cytotoxicity, % at 10 µM, or EC50 in µM where a hit was titrated; HPDE-C7 pancreatic duct cells viability, fluorescence; higher % means a stronger effect; hit rate 1.8% among 63,000;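 further: cells exposed to compound for 48 hours before viability readout; 0% = vehicle and 100% = reference cytotoxic drug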
# HT1080 viability – HT1080 cell viability loss – fluorescence readout (AID 620) | cytotoxicity, % at 10 µM; hits with a dose series show EC50 in µM | hit rate 0.42% among 87,000 | HT1080 viability, fluorescence; higher % means a stronger effect;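 further: cells exposed to compound overnight then 4 h with Alamar Blue; 0% = vehicle DMSO and 100% = killing control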
# HPDE-C7K KRASV12 – cytotoxicity in KRAS-transformed pancreatic duct cells, primary screen, cell-based, fluorescence, HTS (AID 431); HPDE-C7K KRASV12 cells, Alamar Blue viability, 48 h; higher % means a stronger effect; hit rate 1.7% among 63,000; one-dose cytotoxicity, % at 10 µM; EC50 in µM for titrated hits;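 active means compounds whose percent cytotoxicity in the single-dose primary screen, scaled between solvent and toxic-drug controls, exceeds 50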;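 further: 0% = DMSO solvent wells and 100% = doxorubicin-treated wells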
# Spn PMK inh pilot replicates – second read-out of Spn PMK inh, no call of its own (marks repeat the call); inhibition, %; measured here: pilot screen replicates
# Spn MK inh pilot replicates – further read-out of Spn MK inh, marked with its call; inhibition, %; measured here: pilot screen replicates
# DPM-DC inhibit pilot screen % – further read-out of DPM-DC inhibit, marked with its call; inhibition, %; measured here: pilot screen trials
# * = called active by the depositor; i = inactive; . = not tested or not shown. Unless noted, no stated cut-off is given here; in the data, active means cytotoxicity above about 50%; inactive means the rest.
SMILES,Spn PMK inh,Alkaline phosphatase,LYP phosphatase,Bfl-1 inhibitors,Spn MK inh,DPM-DC inhibit,HPDE-C7 cytotoxicity,HT1080 viability,HPDE-C7K KRASV12,others
Cc1ccc(-n2c(C)cc(C)c(C#N)c2=O)cc1Cl,7,3%,4%,-12%,6,i,-18%,6%,-3%,
Cc1cc(=O)[nH]c(-n2nc(C)cc2C)n1,7,6%,7%,-6%,9,i,-1%,-1%,-16%,
O=C(c1cccnc1)N1C2C=CC(C2)C1(C(F)(F)F)C(F)(F)F (stereo not given),0,9%,15%,-6%,0,i,-12%,-7%,-15%,
COC(=O)c1cn(C)c2ccc(S(=O)(=O)N3CCCC3)cc2c1=O,17,6%,-1%,-5%,2,i,-2%,3%,1%,
COc1ccc(Cl)c(S(=O)(=O)N2CCCC2)c1,3,13%,-2%,-16%,12,i,-1%,8%,-4%,
Cc1cc(C(=O)NCCCn2ccnc2)sc1-c1ccccc1,4,4%,14%,1%,13,i,29%,14%,36%,
COc1ccc(C(=O)Nc2cc3c(cc2C#N)OCO3)cc1S(=O)(=O)N1CCN(C)CC1,4,5%,7%,-4%,7,i,-8%,-4%,-5%,
COc1cccc(CN(Cc2cccnc2)S(=O)(=O)c2ccc(-n3cnnn3)c(C)c2)c1OC,12,3%,12%,-2%,7,i,-18%,3%,-22%,
Cc1nnn(C23CC4CC(CC(C4)C2)C3)n1,17,8%,6%,-6%,1,i,4%,-3%,4%,
CC(Oc1ccccc1Br)C(=O)N1CCc2ccccc21 (stereo not given),11,6%,-24%,-3%,0,i,-2%,3%,7%,
O=S(=O)(c1ccccc1)n1ccc2ccccc21,5,10%,3%,-5%,7,i,-4%,-1%,0%,
Cc1cc(C)n2nc(SCC#N)nc2n1,4,-1%,11%,1%,3,i,2%,-4%,5%,

# Retrieved one by one from the entries so far, 5 records:
SMILES,Spn PMK inh,Alkaline phosphatase,LYP phosphatase,Bfl-1 inhibitors,Spn MK inh,DPM-DC inhibit,HPDE-C7 cytotoxicity,HT1080 viability,HPDE-C7K KRASV12,others
Cc1ccc(-n2c(C)cc(C)c(C#N)c2=O)cc1Cl,7,3%,4%,-12%,6,i,-18%,6%,-3%,
COC(=O)c1cn(C)c2ccc(S(=O)(=O)N3CCCC3)cc2c1=O,17,6%,-1%,-5%,2,i,-2%,3%,1%,
Cc1cc(C(=O)NCCCn2ccnc2)sc1-c1ccccc1,4,4%,14%,1%,13,i,29%,14%,36%,
COc1cccc(CN(Cc2cccnc2)S(=O)(=O)c2ccc(-n3cnnn3)c(C)c2)c1OC,12,3%,12%,-2%,7,i,-18%,3%,-22%,
Cc1nnn(C23CC4CC(CC(C4)C2)C3)n1,17,8%,6%,-6%,1,i,4%,-3%,4%,

# (more compounds)
SMILES,Spn PMK inh,Alkaline phosphatase,LYP phosphatase,Bfl-1 inhibitors,Spn MK inh,DPM-DC inhibit,HPDE-C7 cytotoxicity,HT1080 viability,HPDE-C7K KRASV12,others
O=C(C1CCCO1)N1CCc2ccccc21 (stereo not given),8,12%,4%,-4%,0,i,-10%,8%,5%,Spn PMK inh pilot replicates=1.5;Spn MK inh pilot replicates=0.5;DPM-DC inhibit pilot screen %=3.0
CC1CCC(C(=O)NC(C(=O)NCCN2CCC(C)CC2)C(C)C)CC1 (stereo not given),7,5%,10%,0%,6,i,-17%,-1%,-1%,Spn PMK inh pilot replicates=1.5;Spn MK inh pilot replicates=0.0;DPM-DC inhibit pilot screen %=0.0
Cc1ccccc1N1C(=O)c2ccccc2C1Nc1cccnc1 (stereo not given),1,0%,4%,3%,9,i,-34%,-6%,-18%,
CC(=O)Nc1ccc(-c2nn[nH]n2)cc1Cl,23,5%,-7%,9%,0,i,-17%,1%,-13%,Spn PMK inh pilot replicates=0.0;Spn MK inh pilot replicates=0.0;DPM-DC inhibit pilot screen %=0.0
O=C(CN1CCN(c2ccc(F)cc2)CC1)Nc1cccc(C(F)(F)F)c1,10,9%,-7%,-3%,5,i,14%,4%,11%,
CCc1nc(SCCO)c2oc3ccccc3c2n1,3,3%,.,-1%,4,i,-25%,1%,-12%,
Cc1cccc(Cn2c(=O)c3c(nc4n3CCN4Cc3ccco3)n(C)c2=O)c1,15,2%,.,-1%,5,i,6%,6%,25%,
O=C(c1cnccn1)N(c1ccccc1)C1(C(=O)NC2CCCC2)CCCCC1,0,10%,.,-12%,6,i,-20%,.,-7%,Spn PMK inh pilot replicates=3.5;Spn MK inh pilot replicates=0.5;DPM-DC inhibit pilot screen %=0.0
CCOc1cc2[nH]c(=O)n(CC3CCC(C(=O)NCCCOC)CC3)c(=O)c2cc1OCC (stereo not given),0,0%,4%,1%,0,i,-24%,2%,-21%,
Cc1nn(C)c(C)c1S(=O)(=O)N(CC(=O)Nc1nccs1)c1ccc(C(C)C)cc1,0,8%,.,-3%,6,i,1%,0%,-3%,
COCCn1c(SCC(=O)Nc2cccc(OC)c2)nnc1-c1ccc(Cl)cc1,5,17%,-1%,-6%,7,i,-6%,33%,17%,Spn PMK inh pilot replicates=0.0;Spn MK inh pilot replicates=0.0;DPM-DC inhibit pilot screen %=1.0
Cc1c(C(=O)N2CCN(c3ccc(F)cc3)CC2)sc2nc(-c3ccccc3)cn12,5,4%,5%,-1%,2,i,-1%,3%,4%,
Cc1ccccc1S(=O)(=O)Cc1ccc(C(=O)NCCCN2CCN(C)CC2)o1,18,6%,8%,-11%,7,i,-4%,35%,-8%,
O=C(O)C1CCCCC1C(=O)NCCCc1ccccc1 (stereo not given),4,7%,-3%,-9%,9,i,-2%,7%,3%,
Brc1c(OCCOCCn2cncn2)ccc2ccccc12,4,10%,5%,-17%,5,i,-14%,8%,-5%,
COc1cc(/C=N\n2nnnc2N)ccc1OCc1ccc(F)cc1,0,6%,4%,-1%,11,i,5%,-1%,9%,
COc1ccccc1N(CN1CCCC1=O)C(=O)c1ccccc1F,9,4%,11%,3%,6,i,-6%,13%,3%,
O=C(c1ccccc1)N1CCN(CC2CC=CCC2)CC1 (stereo not given),0,11%,5%,-10%,12,i,2%,-2%,15%,Spn PMK inh pilot replicates=7.0;Spn MK inh pilot replicates=0.0;DPM-DC inhibit pilot screen %=2.5
O=C(c1cc2ccccc2cc1OCC(O)CN1CCCCC1)N1CCCCC1 (stereo not given),0,7%,-4%,4%,7,i,-1%,8%,9%,
O=C(Nc1nccs1)C1CCN(S(=O)(=O)c2cccnc2)CC1,7,7%,19%,1%,3,i,-8%,1%,-9%,
C=CCn1c(SCC(=O)Nc2ccc3c(c2)OCO3)nnc1-c1cc(Br)ccc1O,0,9%,5%,4%,4,i,33%,3%,40%,
OC1CC(c2ccco2)NC2(CCCCC2)C1 (stereo not given),5,3%,2%,-10%,35,i,.,-2%,.,
CSc1nnc(Cn2c(=O)sc3ccccc32)n1-c1cccc(Cl)c1,7,4%,-3%,-4%,3,i,15%,-3%,15%,
CCNc1nc2c(c(=O)[nH]c(=O)n2C)n1CC(C)C,7,4%,6%,0%,4,i,-25%,-5%,-7%,
N#CCCN1CCN(S(=O)(=O)c2ccc(S(=O)(=O)NCc3ccccc3)cc2)CC1,6,5%,.,0%,3,i,0%,-5%,1%,
O=C(c1cc2ncc(Br)cn2n1)N1CCOCC1,0,9%,12%,2%,6,i,-7%,.,9%,
O=C(NCc1ccco1)c1nc(-c2ccccc2)n(-c2ccccc2)n1,3,16%,2%,-3%,3,i,-10%,-12%,-12%,
COc1ccc(CC(=O)Nc2cccc(C(=O)O)c2C)cc1,4,14%,2%,-15%,9,i,6%,4%,-3%,
CN1CCN(CCC(=O)Nc2ccc(F)c(F)c2)CC1,0,-1%,.,-9%,6,i,-11%,.,6%,
Cc1ccnc(N2CCC(C(=O)NCc3ccc4c(c3)OCO4)CC2)n1,12,-2%,.,2%,5,i,-9%,0%,-27%,
O=C1c2ccccc2C(=O)N1Cc1nc2ccccc2c(=O)n1Cc1ccco1,6,9%,.,-6%,9,i,-1%,-6%,13%,
FC(F)(F)c1cc(-c2cccs2)nc(NCc2ccco2)n1,0,13%,0%,-8%,10,i,-10%,-15%,2%,
Cc1cc(C(=O)OCC(=O)c2c(N)n(C)c(=O)n(C)c2=O)c(C)n1-c1ccccc1,13,10%,-6%,2%,0,i,-3%,0%,1%,
COc1ccc(C(CC(=O)O)NC(=O)COc2ccccc2OC)cc1OC (stereo not given),22,16%,15%,-4%,6,i,8%,1%,-2%,
COc1ccc2[nH]c(=O)c(CN(Cc3ccccc3OC)Cc3nnnn3CC3CCCO3)cc2c1 (stereo not given),7,1%,10%,-5%,3,i,-18%,-3%,19%,
Cc1ccc(-n2c(C)cc(C(=O)OCC(=O)N(CC(C)C)C3CCS(=O)(=O)C3)c2C)cc1 (stereo not given),9,8%,.,4%,3,i,-2%,2%,8%,
CCOc1ccc(Cn2c(SCCCCC#N)nc3c2c(=O)n(C)c(=O)n3C)cc1OCC,7,-3%,-20%,-5%,0,i,-1%,6%,8%,
Cc1ccc(N2CC(C(=O)Nc3ccc(S(=O)(=O)N4CCCC4)cc3)CC2=O)cc1 (stereo not given),8,12%,-3%,-2%,5,i,-1%,-10%,2%,
COCCn1c(SCC(=O)c2ccc(CNC(C)=O)o2)nc2ccccc2c1=O,17,5%,-6%,-4%,0,i,.,-3%,.,

# Grouped by structure, those above containing bromine
SMILES,Spn PMK inh,Alkaline phosphatase,LYP phosphatase,Bfl-1 inhibitors,Spn MK inh,DPM-DC inhibit,HPDE-C7 cytotoxicity,HT1080 viability,HPDE-C7K KRASV12,others
CC(Oc1ccccc1Br)C(=O)N1CCc2ccccc21 (stereo not given),11,6%,-24%,-3%,0,i,-2%,3%,7%,
Brc1c(OCCOCCn2cncn2)ccc2ccccc12,4,10%,5%,-17%,5,i,-14%,8%,-5%,
C=CCn1c(SCC(=O)Nc2ccc3c(c2)OCO3)nnc1-c1cc(Br)ccc1O,0,9%,5%,4%,4,i,33%,3%,40%,
O=C(c1cc2ncc(Br)cn2n1)N1CCOCC1,0,9%,12%,2%,6,i,-7%,.,9%,
